Bioassay records from PubChem.
OX1R antagonist – OX1R (HCRTR1) antagonists, primary screen, fluorescence, CHO/OX1R cells, Fluo-8 calcium, orexin A. Orexin/Hypocretin receptor type 1 (Homo sapiens), O43613. Fluo-8 calcium fluorescence. inhibition, % at 5 µM. hit rate 0.43% among 330,000. AID 434989, 2010;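 active = inhibition above its plate's threshold, mean inhibition of all tested compounds on the plate plus 3 SD, cut at about 37% in these data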;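 note: 0% = orexin A challenge wells and 100% = SB-334867-A antagonist wells; not every result past the cut was called active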
Target sequence (O43613 whole entry, looked up): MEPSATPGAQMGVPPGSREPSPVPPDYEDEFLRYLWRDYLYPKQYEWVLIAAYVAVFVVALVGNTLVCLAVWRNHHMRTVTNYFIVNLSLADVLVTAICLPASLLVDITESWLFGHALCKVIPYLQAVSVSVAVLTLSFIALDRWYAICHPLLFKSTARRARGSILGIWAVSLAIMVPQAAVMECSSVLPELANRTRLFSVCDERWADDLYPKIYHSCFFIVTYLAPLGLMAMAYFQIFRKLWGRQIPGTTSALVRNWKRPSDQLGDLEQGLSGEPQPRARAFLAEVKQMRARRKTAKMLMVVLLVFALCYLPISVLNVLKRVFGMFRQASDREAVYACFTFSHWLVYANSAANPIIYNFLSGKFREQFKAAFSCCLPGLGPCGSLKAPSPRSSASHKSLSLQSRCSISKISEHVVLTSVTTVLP
CHT allo act – CHT positive allosteric modulators, primary screen, cell-based, membrane potential dye, choline EC20 | High affinity choline transporter 1 (Homo sapiens), Q9GZV3 | B-score at 10 µM | CHT-expressing cells; active compounds read high; LV-AA mutant CHT in HEK293 cells | AID 488977, 2010 | hit rate 0.49% among 310,000;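 active = initial fluorescence not abnormally high and integrated response B-score, plate-corrected, over 3 SD above library mean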
Target sequence (Q9GZV3 whole entry, looked up): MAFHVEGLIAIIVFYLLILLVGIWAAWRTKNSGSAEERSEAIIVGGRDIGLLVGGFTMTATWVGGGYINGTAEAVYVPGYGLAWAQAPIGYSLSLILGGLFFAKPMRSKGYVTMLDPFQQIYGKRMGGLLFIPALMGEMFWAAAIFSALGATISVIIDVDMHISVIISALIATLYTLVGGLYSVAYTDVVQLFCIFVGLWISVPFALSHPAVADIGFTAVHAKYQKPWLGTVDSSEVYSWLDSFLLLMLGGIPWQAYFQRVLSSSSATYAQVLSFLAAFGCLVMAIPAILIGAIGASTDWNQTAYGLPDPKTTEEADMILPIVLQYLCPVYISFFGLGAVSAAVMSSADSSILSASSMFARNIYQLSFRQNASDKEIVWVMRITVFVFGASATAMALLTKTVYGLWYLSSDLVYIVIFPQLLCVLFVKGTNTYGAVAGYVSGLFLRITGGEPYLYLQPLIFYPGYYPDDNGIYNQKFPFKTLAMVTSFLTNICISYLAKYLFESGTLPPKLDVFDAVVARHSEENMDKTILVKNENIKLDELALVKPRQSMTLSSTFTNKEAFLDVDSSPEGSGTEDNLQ
The depositor's hits bear a star; i = inactive; nt = no result given; & = joins results of further samples.

SMILES | OX1R antagonist | CHT allo act
C/C(=N\NC(=O)c1cc(-c2ccco2)nc2ccccc12)c1cccnc1 | -11 | i
COCC(=O)N(C)C1(c2nnnn2CCOC(=O)Nc2cccc3ccccc23)CCCC1 | -17 | i
CCOC(=O)c1sc(NC(NC(=O)c2ccco2)(C(=O)OC)C(F)(F)F)nc1C (configuration not stated) | -11 | i
COc1cc(NC(=O)CSc2ccc(-c3ccco3)nn2)cc(OC)c1 | -26 | i
O=S(=O)(N/N=C\c1ccc2c(c1)OCO2)c1ccc(Cl)cc1 | -9 | i
CCOC(=O)c1csc(NC(=O)CSc2nnnn2-c2ccc3c(c2)OCCO3)n1 | -37 | i
O=C(COc1ccccc1)Nc1nc2cc3c(cc2s1)OCO3 | 0 | i
COc1ccc(CCN2CC(C(=O)NCCc3ccc(C)cc3)CC2=O)cc1OC (configuration not stated) | -14 | i
CC1CCCC(NC(=O)CN(C)S(=O)(=O)c2cnc[nH]2)C1C (configuration not stated) | -11 | i
COc1ccc(NC(=O)CSc2nc(O)c(Cc3ccccc3)c(=O)[nH]2)cc1 | -12 | i
CCN(CC)C(=O)Cn1cnc2sc(C(=O)Nc3cc(OC)c(OC)c(OC)c3)c(C)c2c1=O | -23 | i
CCC(=O)c1ccccc1OCCCn1cncn1 | -26 | i
Cc1c(CCOC(=O)c2ccc(Cl)cc2Cl)sc[n+]1CC(=O)c1ccc(Br)cc1 | 27 | nt
CC(=O)Nc1ccc(S(=O)(=O)n2cnc3ccccc32)cc1 | -4 | i
COc1ccc(-c2nnc3ccc(SCC(=O)Nc4nc5ccc(C)cc5s4)nn23)cc1OC | -21 | i
O=C(N/N=C/c1ccncc1)c1ccc(OCc2ccccc2)cc1 | -15 | i
FC(F)(F)c1ccc(NCCc2ccccc2)nc1 | -9 | i
COc1ccc(CN2CC(C(=O)NCCc3ccccc3)CC2=O)cc1 (configuration not stated) | -17 | i
Cc1ccc(C2C3=C(NCCN=C3c3ccccc3)C(=O)N2c2ccccc2)cc1 (configuration not stated) | -39 | i
CCc1ccccc1NC(=O)Nc1ccc2c(c1)OCO2 | -16 | i
O=C(/C=C/c1ccco1)NC(=S)Nc1nc(-c2ccc(Cl)cc2)cs1 | -2 | i
Cc1ccc(C(=O)N/N=C/c2ccc(-c3ccc(Br)cc3[N+](=O)[O-])o2)o1 | -2 | i
Cc1cc(NC(=O)c2noc3c2CCCCC3)no1 | -11 | i
CCOc1cc(/C=N/NC(=O)CSc2nncn2C)ccc1OCc1cccc(C)c1 | -19 | i
COc1ccc(S(=O)(=O)Nc2ccc3c(c2)OCCO3)cc1OC | -9 | i
CCCOC1CCCN(Cc2cn(C)nc2-c2ccccc2F)C1 (configuration not stated) | -6 | i
FC(F)(F)c1nnc2c(Sc3ccccc3)nc3ccccc3n12 | -22 | i
COc1cc(OC)c2c(-c3cccc(-c4ccc(C(F)(F)F)cc4)c3)cc(=O)oc2c1 | -35 | nt
CCOC(=O)c1nnn(-c2nonc2-n2cccc2)c1CN1CCCCC1 | -39 | i
O=C(NCCc1cccc(Cl)c1)C1CCC(=O)N(Cc2ccc(Cl)cc2)C1 (configuration not stated) | -32 | i
O=C(O)c1ccc2c(c1)C(=O)N(c1ccc(Cl)cn1)C2=O | -13 | i
Cc1cc(=O)oc2c(N)c(O)ccc12 | 0 | i
CCOc1cc(N2CCOCC2)c(OCC)cc1NC(=O)Cn1cnnn1 | 4 | nt
O=C(N/C(=C\c1ccc(Cl)cc1)C(=O)N1CCCCC1)c1ccco1 | -13 | i
CC(C)CS(=O)(=O)C1=NSC2=NC(=O)/C(=C\c3ccc(OC(=O)c4ccco4)cc3)C(=N)N21 | -5 | i
CCCCNC(=S)NCc1ccc2[nH]c3c(c2c1)CCCC3 | 2 | i
COc1cc(OC)cc(C(=O)NCCCn2ccnc2)c1 | 0 | i
OCCOCCNc1ncnc2c1cnn2-c1ccc(Cl)cc1 | 4 | i
Cc1ccccc1C(=O)Nc1ccc(C(=O)N/N=C/c2ccccn2)cc1 | -2 | i
Cc1nn(CCc2n[nH]c(=S)n2-c2ccc(F)cc2)c(C)c1[N+](=O)[O-] | -9 | i

Two of the compounds above, with values under each structure.
Results follow in this order: OX1R antagonist	CHT allo act
O=C(N/C(=C\c1ccc(Cl)cc1)C(=O)N1CCCCC1)c1ccco1
    -13	i
CC(C)CS(=O)(=O)C1=NSC2=NC(=O)/C(=C\c3ccc(OC(=O)c4ccco4)cc3)C(=N)N21
    -5	i

Later entries:
SMILES | OX1R antagonist | CHT allo act
COc1ccc(CNC(=O)COC(=O)c2ccc(Br)o2)cc1 | -23 | nt
O=C(CN1CCN(S(=O)(=O)c2cccc(Cl)c2)CC1)NCC1(N2CCOCC2)CCCCC1 | -32 | nt
COCCNC(=O)c1n[nH]c2ccccc12 | 9 | i
COc1ccc(Br)cc1CNC(=O)CCC(=O)N1CCSc2ccccc21 | -19 | i
Cc1nc(NCCc2cnc[nH]2)c2oc3ccccc3c2n1 | -30 | i
CN(CCNC(=O)c1ccc(/C=N/O)nc1)Cc1ccccc1 | -4 | i
C=CCc1c(C)nc(SCc2nc3ccccc3c(=O)[nH]2)[nH]c1=O | -18 | i
CCCCn1c(/N=C/c2ccc3c(c2)OCO3)nc2ccccc21 | -9 | i
CCOC(=O)CC(=O)CSc1nc2c(c(-c3cccs3)c1C#N)CCC2 | -13 | i
CC(=O)Nc1ccc(S(=O)(=O)Nc2cccc3[nH]ncc23)cc1 | -6 | i

3 compounds picked at random from the list so far, as already listed:
SMILES | OX1R antagonist | CHT allo act
Cc1cc(NC(=O)c2noc3c2CCCCC3)no1 | -11 | i
FC(F)(F)c1ccc(NCCc2ccccc2)nc1 | -9 | i
CCCOC1CCCN(Cc2cn(C)nc2-c2ccccc2F)C1 (configuration not stated) | -6 | i

The results go on:
SMILES | OX1R antagonist | CHT allo act
OCc1cc(C(O)CNCCCCCCOCCCCc2ccccc2)ccc1O (configuration not stated) | -17&-20 | i
CC(=O)c1cccc(NC(=O)N2C3CCC2CC(NC(=O)Nc2ccccc2)C3)c1 (configuration not stated) | -7 | i
Nc1ccc(C2(c3ccc(N)cc3)OC(=O)c3ccccc32)cc1 | -4 | i
Cc1cccc(NC(=O)c2ccc(COc3ccc(Cl)cc3Cl)o2)n1 | -14 | i
O=C(O)/C=C\C(=O)O | 11 | i
Cc1ccc(S(=O)(=O)N2CCN(C(=O)CCn3nc(C)c(C)c3C)CC2)cc1 | -21 | i
CCOc1ccccc1N(CC(=O)Nc1ccccc1)S(=O)(=O)c1ccccc1 | -18 | i
COc1ccc(CNC(=O)COC(=O)Cc2ccc(Cl)cc2Cl)cc1 | -15 | i
O=C(N/N=C\c1ccncc1)c1ccc(Br)s1 | nt | i
Cc1ccccc1-c1nc2sc(C)c(C)c2c(=O)o1 | -15 | i
CCOc1cc(Cl)c(NC(=O)CC)cc1OCC | -12 | i
O=C(Nc1ccncc1)c1cccc(S(=O)(=O)N2CCCC2)c1 | 7 | i
Cn1c(COc2ccccc2)nnc1SCC(=O)Nc1ccc(S(N)(=O)=O)cc1 | -12 | i
CCn1c(SC)nnc1C1CCN(S(=O)(=O)c2ccc(OC)cc2)CC1 | -11 | i
O=C1Cc2ccccc2C(=O)N1c1ccccc1 | -21 | i
Cc1ccc(-c2noc(-c3ccccc3F)n2)cc1 | 4 | i
O=C(CNc1ccc(Br)cc1)Nc1cccc(S(=O)(=O)N2CCCC2)c1 | -4 | nt
CCC(=O)N(CCc1ccccc1)Cc1cc2cc(OC)ccc2[nH]c1=O | -24 | i
Cc1cccc(N2C(=O)CN(Cc3ccccc3)C2=S)c1 | -27 | i
O=C(Nc1ccccc1)c1c(F)cccc1F | -13 | i
CC(C)C(=O)Nc1nnc(-c2ccco2)s1 | 4 | i
CC1(C)CC(NC(=O)c2cccc(Cl)c2)CC(C)(C)N1 | -20 | i
O=C(Nc1cnc2sccn2c1=O)c1ccc(Cl)cc1Cl | -1 | i
CC(=O)NCCC(=O)Nc1cc(S(=O)(=O)N2CCCCC2)ccc1N1CCN(C)CC1 | -10 | i
Cc1cc(NC(=O)Nc2cccc(Cl)c2)n(-c2ccccc2)n1 | -20 | i
Cc1cccc(N2N=C(C(=O)N3Cc4ccccc4CC3C(N)=O)CCC2=O)c1 (configuration not stated) | -4 | nt
CCNS(=O)(=O)c1ccc(Br)c(OC)c1 | -27 | i
CCOC(=O)CNC(=O)CSc1nc(-c2ccc(OC)cc2)ns1 | -12 | i
CC(C)C(=O)NC(NCC1CCCO1)C(Cl)(Cl)Cl (configuration not stated) | 0 | i
COc1ccc(Br)cc1/C=N/NC(=O)c1cc(OC)c(OC)c(OC)c1 | 3 | i
Cc1ccc(C(=O)CSc2ccccn2)cc1 | -18 | i
COc1ccc(CCN(CC(=O)NC2CCCC2)C(=O)Cn2nnc(-c3ccc(C)o3)n2)cc1OC | -47 | i
Cc1scc(C(=O)N/N=C/c2ccc([N+](=O)[O-])o2)c1C | -18 | i
O=C(CCCCCCN1C(=O)c2ccccc2C1=O)N1CCC(c2ccccc2)C1 (configuration not stated) | -28 | i
O=C(COC(=O)c1cnccn1)NCc1ccc(Cl)cc1 | 0 | i
CN(Cc1ccccc1)c1ncnc2c1cnn2-c1ccccc1 | -25 | i
CCOC(=O)Cc1nnc(NC(=O)CC)s1 | -12 | i
COc1ccc(OC)c(NC(=O)c2nc3ccccc3s2)c1 | -13 | i
CCN1CCN(c2ccc(S(=O)(=O)N3CCOCC3)cc2NC(=O)C(C)Oc2ccc(F)cc2)CC1 (configuration not stated) | 2 | nt
COc1ccc(NC(=O)CN(C)C(=O)CCCc2nc3ccccc3c(=O)[nH]2)cc1 | -22 | i
O=C(O)c1ccc(-n2nnnc2SCc2cccc(Br)c2)cc1 | -12 | i
Clc1ccc(-c2nnc(-c3cccnc3)o2)cc1 | -4 | i
Cc1nn(S(=O)(=O)c2ccccc2)c(C)c1S(=O)(=O)N1CCC(C)CC1 | -8 | i
CC1CCN(CCC(=O)N2CCCc3c2c(=O)oc2ccc(O)cc32)CC1 | -17 | i
Cc1ccc(O)c(N=Nc2ccccc2)n1 | -10 | i
COc1ccccc1NC(=O)CSc1nnc(CNC(=O)COc2ccc(Cl)cc2)o1 | -31 | i
CCC(=O)Nc1cccc(Oc2nc(C)cc(C)c2C#N)c1 | -6 | i
Cc1ccc(OCc2ccc(C(=O)N3CCCC3)o2)c([N+](=O)[O-])c1 | -25 | i
O=C(CSc1nnc(-c2cccs2)n1-c1cccc(Cl)c1)c1cccc2c1OCCO2 | -37 | i
CCOC(=O)/C(C#N)=C\c1cc(C)n(-c2ccccc2)c1C | -30 | i

Brought forward from above: 3 entries, followed by the next part.
SMILES | OX1R antagonist | CHT allo act
Cc1ccc(OCc2ccc(C(=O)N3CCCC3)o2)c([N+](=O)[O-])c1 | -25 | i
O=C(CSc1nnc(-c2cccs2)n1-c1cccc(Cl)c1)c1cccc2c1OCCO2 | -37 | i
CCOC(=O)/C(C#N)=C\c1cc(C)n(-c2ccccc2)c1C | -30 | i
Cn1cccc1/C=N/NC(=O)c1cccc(OC(F)(F)C(F)F)c1 | -8 | i
COc1cccc(Nc2nc(=O)[nH]nc2C)c1 | -2 | i
COc1ccc(CCN2CC(C(=O)N3CCCCCC3)CCC2=O)cc1 (configuration not stated) | -3 | i
Cc1cc(C)n(S(=O)(=O)c2ccc(F)cc2)n1 | 15 | i
Cc1cc(C(=O)O)cc(S(=O)(=O)NNC(=O)c2cccs2)c1C | -10 | i
CCN(Cc1cnn(C)c1)Cc1nc(Cc2ccccc2Cl)no1 | -17 | i
Cc1cccc(Cn2c(N(C)CCO)nc3c2c(=O)[nH]c(=O)n3C)c1 | 1 | i
COC(=O)c1sccc1NC(=O)CSc1ccc(Cl)cc1 | -23 | i
COc1ccc(-c2nnc(CSc3nnc(-c4ccncc4)n3C3CCCCC3)o2)cc1OC | -19 | i
COC(=O)c1ccccc1NC(=O)C1COc2ccccc2O1 (configuration not stated) | -33 | i

Some of these compounds in order of formula weight, falling.
SMILES | OX1R antagonist | CHT allo act
CCN(Cc1cnn(C)c1)Cc1nc(Cc2ccccc2Cl)no1 | -17 | i
COC(=O)c1ccccc1NC(=O)C1COc2ccccc2O1 (configuration not stated) | -33 | i
Cc1cc(C)n(S(=O)(=O)c2ccc(F)cc2)n1 | 15 | i

Carrying on:
SMILES | OX1R antagonist | CHT allo act
CCN1C(=O)CC(N2CCN(c3ccc(C(=O)c4ccncc4)cc3)CC2)C1=O (configuration not stated) | -8 | i
COc1cc(C(=O)NCc2nnc(SCC(=O)Nc3cc(C)cc(C)c3)o2)cc(OC)c1OC | -3 | i
CC1C(=O)Nc2ccccc2N1C(=O)c1ccc(F)cc1F (configuration not stated) | 3 | i
Cc1ccc(C(=O)NNC(=O)COC(=O)COc2ccccc2C#N)cc1 | -11 | nt
C/C(=N\NC(=O)c1ccc(-c2ccccc2)cc1)c1ccco1 | -8 | i
CC(C)CCSc1nc2ccccc2[nH]1 | -15 | i
O=C(Nc1ccc(F)cc1)c1csc(Cc2ccccc2)n1 | -29 | i
COc1ccc(NC(=O)CSc2sc3c(O)cc(=O)[nH]c3c2C#N)c(OC)c1 | 11 | i
CC(=O)Nc1ccc(S(=O)(=O)N2CCN(c3cccc(C)c3C)CC2)cc1 | -11 | i
Cc1ccc(S(=O)(=O)N2CCC(C(=O)NCc3ccccc3CN3CCCC3)CC2)cc1C | -5 | nt
Cc1ccc(N(CC(O)Cn2nc(C)cc2C)S(=O)(=O)c2ccc3ccccc3c2)cc1 (configuration not stated) | -26 | i
CCCCCCCSc1nsc(N)n1 | -16 | i
COc1ccc(Cn2nnnc2CN2CCC(O)(c3ccc(F)cc3)CC2)cc1 | -16 | i
Cn1c(=O)c2c(O)cc(=O)n(-c3ccccc3)c2n(C)c1=O | -19 | i
Cc1ccc(SCC(=O)OCC(=O)N(CCC#N)c2ccccc2)cc1 | -13 | nt
C/C=C/C(=O)Nc1nnc(C2CCCCC2)s1 | -28 | i
O=C1CCCC2=C1C(c1cccc(O)c1)c1c(ccc3ncccc13)N2 (configuration not stated) | -35 | i
Cc1cc(-c2cccs2)nc(-n2cccc2)n1 | -28 | i

An unsorted share of the library; overall some 0.83% were active at least once.
